FID counter – displaces DNA intercalator in HCV helicase counter-screen | 290,000 compounds, 0.17% hits | DNA fluorescent intercalator displacement, fluorescence | inhibition, % at 7.9 µM; in the data active means inhibition above about 37%;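 further: 0% = vehicle and 100% = reference compound; higher means more ethidium bromide displaced from hairpin DNA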
NALP1 inh – NALP1 inhibition | S. cerevisiae NALP1/ASC/caspase-1 growth, X-gal OD620, 72 h | inhibition, % at 10 µM | 280,000 compounds, 0.61% hits; in the data active means inhibition mostly above about 24%, no sharp cut-off; inactive means mostly below about 32%; further: some compounds called inactive have numbers as strong as hits
PHOSPHO1 inh – PHOSPHO1 (human) inhibition | 290,000 compounds, 1.1% hits | Q8TCT1 | recombinant PHOSPHO1, absorbance phosphatase assay | AID 1565 | inhibition, % at 13.3 µM; in the data active means inhibition above about 60%
OXTR agonist – activates the human oxytocin receptor. P30559. CHO-OTR cells, Fluo-8 calcium fluorescence; normalized: DMSO 0%, oxytocin 100%. activation, % at 3 µM. 320,000 compounds, 0.32% hits;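 active means activation above the mean of all tested compounds plus 3 SD, cutoff set per screening run, cut at about 20% in these data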;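 further: peak over basal fluorescence ratio from a 100 s FLIPR kinetic read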
Target sequence (P30559 whole entry, looked up): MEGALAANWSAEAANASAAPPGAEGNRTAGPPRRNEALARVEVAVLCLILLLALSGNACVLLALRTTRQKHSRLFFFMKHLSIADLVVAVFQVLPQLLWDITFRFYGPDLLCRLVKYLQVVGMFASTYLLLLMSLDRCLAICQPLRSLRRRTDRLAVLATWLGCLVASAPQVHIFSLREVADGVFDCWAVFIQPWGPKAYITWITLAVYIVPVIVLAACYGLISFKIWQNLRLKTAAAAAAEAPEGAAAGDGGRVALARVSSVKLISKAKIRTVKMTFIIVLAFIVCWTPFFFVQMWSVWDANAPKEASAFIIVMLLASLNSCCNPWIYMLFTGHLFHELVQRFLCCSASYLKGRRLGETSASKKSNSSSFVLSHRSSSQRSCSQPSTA
PfM18AAP inh – PfM18AAP enzyme inhibition; recombinant PfM18AAP, H-Glu-NHMec fluorogenic cleavage; inhibition, % at 7.35 µM; 290,000 compounds, 1.2% hits; AID 1822;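 active means inhibition above the campaign mean inhibition over all tested compounds plus 3 SD, cut at about 28% in these data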;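 further: 0% = plate median of test compound wells and 100% = 2 mM ZnCl2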
MEKK2 WT-MEK5 – raises or lowers MEK5 binding to wildtype human MEKK2 PB1 domain; Q9Y2U5; bead flow cytometry, Alexa488-MEK5 binding to MEKK2 WT; actives lie on both sides; binding response (% of control), % at 10 µM; 290,000 compounds, 1.1% hits; in the data active means binding response below about 67% or above about 130%
GPR7 antagonist – antagonists of human GPR7 (neuropeptides B/W receptor 1); GPR7-expressing cells, fluorescence antagonist assay; inhibition, % at 4.4 µM; 290,000 compounds, 1.1% hits; in the data active means inhibition above about 16%, passing the limit was not always enough;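 further: cells stimulated with the agonist NPW; 0% = agonist with vehicle and 100% = vehicle without agonist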
MEKK2mut PB1 HTS – signal of MEK5 binding to mutant human MEKK2 PB1 domain | bead flow cytometry, Alexa488-MEK5 binding to MEKK2 mutant | percent response, % at 10 µM | 290,000 compounds, 0.35% hits | AID 1530; in the data active means percent response above about 24%, passing the limit was not always enough; further: inactives centre near 1; some results filed as inactive read as strong as hits; reference of the scale not given here
MEKK3 PB1 HTS – modulators (inhibitors or enhancers) of MEK5 binding to human MEKK3 PB1 domain; AID 1529; bead-based flow cytometry, Alexa488-MEK5 binding to MEKK3; actives lie on both sides; 0 = blocked by unlabeled MEK5, 100 = vehicle; binding response (% of control), % at 10 µM; 290,000 compounds, 1.4% hits; Q99759;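 active means binding response more than 3 SD above or below the average of its plate-row segment, actives on both sides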;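 further: Alexa488 bead fluorescence after subtracting the streptavidin-only scavenger bead signal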
Target sequence (Q99759 whole entry, looked up, the tested form may be a part): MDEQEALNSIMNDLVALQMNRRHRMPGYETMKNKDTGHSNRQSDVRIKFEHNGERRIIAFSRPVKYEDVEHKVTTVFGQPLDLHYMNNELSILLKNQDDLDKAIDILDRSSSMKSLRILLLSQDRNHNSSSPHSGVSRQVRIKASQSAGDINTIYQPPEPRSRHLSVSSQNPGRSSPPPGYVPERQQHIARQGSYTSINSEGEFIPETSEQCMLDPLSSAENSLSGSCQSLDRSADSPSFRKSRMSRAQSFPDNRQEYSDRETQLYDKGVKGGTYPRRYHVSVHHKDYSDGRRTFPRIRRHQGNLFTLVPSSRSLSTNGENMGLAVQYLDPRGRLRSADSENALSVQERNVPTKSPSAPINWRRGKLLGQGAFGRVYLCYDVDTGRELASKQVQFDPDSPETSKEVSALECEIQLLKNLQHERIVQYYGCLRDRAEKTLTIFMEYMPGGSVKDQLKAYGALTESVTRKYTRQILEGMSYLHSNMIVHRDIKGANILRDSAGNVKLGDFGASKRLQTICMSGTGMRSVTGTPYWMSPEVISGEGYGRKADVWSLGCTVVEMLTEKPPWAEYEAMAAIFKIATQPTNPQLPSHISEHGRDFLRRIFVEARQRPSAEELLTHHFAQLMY
An asterisk follows results filed as active; / = no result given; [ ] = dose if it differs, or a comment. An unsorted share of the library; about 6.2% have a hit in one of these screens.

SMILES | FID counter | NALP1 inh | PHOSPHO1 inh | OXTR agonist | PfM18AAP inh | MEKK2 WT-MEK5 | GPR7 antagonist | MEKK2mut PB1 HTS | MEKK3 PB1 HTS
COC(=O)c1cc(Cl)c(NC(=O)Cc2ccccc2)cc1OC | -24 | -13 | 8 | -0.2 | -1 | 103 | -20 | 3 | 102
CCOc1cc(-c2cc(-c3ccc(OC)cc3)nc(N)c2C#N)ccc1O | -13 | 9 | -3 | -0.3 | 10 | 102 | -4 | 1 | 101
CCc1nnc(NC(=O)c2cc(S(=O)(=O)N3CCOCC3)ccc2N2CCCCC2)s1 | -26 | 20 | 1 | / | 0 | / | 2 | / | /
NC(=O)CCCc1nc(-c2ccccc2)no1 | -3 | 18 | 6 | -0.7 | 3 | 106 | -7 | 11 | 102
O=C(NCC(=O)N(c1ccc(F)cc1)C(C(=O)NC1CCCC1)c1cccnc1)c1cccs1 (stereo unspecified) | -15 | 2 | 45 | -0.6 | 7 | 97 | 3 | -1 | 99
Cc1cccc(C)c1NC(=O)C(c1ccccc1)N1CCOCC1 (stereo unspecified) | -3 | -5 | 20 | 13 | -6 | 105 | 0 | 3 | 104
COc1cccc(C(=O)Nc2ccncc2)c1OC | -1 | 15 | 8 | 4.8 | -2 | 111 | -18 | 4 | 105
CC(=O)c1cn(CC(=O)NCC2CCCO2)c2ccccc12 (stereo unspecified) | 1 | 6 | -21 | 1.2 | -1 | 113 | -12 | 3 | 107
CC(=O)Nc1c(O)c2ccccc2[nH]c1=O | 13 | -8 | 20 | 0.2 | 24 | 84 | 0 | -10 | 104
O=S(=O)(Nc1nc2ccccc2nc1NCC1CCCO1)c1ccccc1 (stereo unspecified) | -30 | 24 | 24 | -1.7 | -11 | 70 | -2 | -25 | 53*[inhibitor]
CCN(CC)c1ccc(/C=C/c2cc(-c3ccccc3)c3ccccc3n2)cc1 | -2 | -13 | 47 | 6.1 | 25 | 93 | 2 | 2 | 74*[inhibitor]
COc1ccc(NC(=O)CC2C(=O)N(C)C(=S)N2Cc2ccco2)cc1 (stereo unspecified) | -4 | -4 | 1 | 0.7 | 0 | 97 | 0 | 3 | 97
COc1ccc(S(=O)(=O)Nc2ccccc2C(N)=O)cc1OC | 0 | 2 | 57 | 1.0 | 3 | 102 | -5 | 1 | 102
COc1ccc(OC)c(N(CC(=O)N2CCN(Cc3ccccc3)CC2)S(C)(=O)=O)c1 | -15 | 0 | 45 | 0.5 | 9 | 101 | -4 | 4 | 101
COc1cc(C2Nc3cc(C)c(C)cc3NC3=C2C(=O)CC(C)(C)C3)ccc1OC(C)=O (stereo unspecified) | -34 | 20 | 9 | -1.4 | 2 | 107 | -9 | 1 | 106
COCCCNC(=O)Cn1nc(-c2cccc(OC)c2)ccc1=O | -5 | 2 | / | -0.3 | -1 | 106 | -20 | 8 | 103
CCc1nccn1S(=O)(=O)c1cc(OC)c(Cl)cc1OC | -6 | 28 | 11 | -2.3 | -11 | 96 | -8 | -1 | 101
Cn1c(=O)oc2cc(S(=O)(=O)Nc3cccc(F)c3)ccc21 | 1 | -64 | 2 | 1.5 | -16 | 106 | -7 | 5 | 106
Cc1ccc(N(CCO)C(=S)Nc2ccccc2)cc1 | -3 | 15 | 24 | -0.7 | -9 | 104 | -3 | 10 | 107
O=C1CSCC(=O)N1c1ncc(C(F)(F)F)cc1Cl | 2 | / | 27 | 0.4 | -2 | 97 | -5 | -3 | 98
O=C(c1ccccc1)N1CCN(C2CC3CCC2C3)CC1 (stereo unspecified) | 10 | 6 | 15 | 0.5 | 5 | 84 | -6 | -9 | 75
COc1cccc(-c2nc(CS(=O)(=O)CC(=O)Nc3cccc(C(C)=O)c3)c(C)o2)c1 | -35 | -6 | 40 | 3.5 | -7 | 99 | -7 | 1 | 102
O=C(CCC1CCCC1)Nc1cccn(Cc2ccccc2Br)c1=O | -15 | / | 25 | -1.8 | 5 | 88 | -11 | -17 | 91
O=C(/C=N/NC(=O)c1ccc(Cl)cc1Cl)c1ccccc1 | -10 | / | 34 | 1.5 | 7 | 91 | -6 | -16 | 91
CCOc1ccc(C(=O)Nc2cc(C)c3c(=O)oc4ccccc4c3n2)cc1 | 0 | 4 | 19 | -0.8 | -3 | 101 | -3 | 8 | 100

A second format for seven compounds above.
Under each structure – FID counter	NALP1 inh	PHOSPHO1 inh	OXTR agonist	PfM18AAP inh	MEKK2 WT-MEK5	GPR7 antagonist	MEKK2mut PB1 HTS	MEKK3 PB1 HTS
CCOc1cc(-c2cc(-c3ccc(OC)cc3)nc(N)c2C#N)ccc1O
  -13	9	-3	-0.3	10	102	-4	1	101
CCc1nnc(NC(=O)c2cc(S(=O)(=O)N3CCOCC3)ccc2N2CCCCC2)s1
  -26	20	1	/	0	/	2	/	/
NC(=O)CCCc1nc(-c2ccccc2)no1
  -3	18	6	-0.7	3	106	-7	11	102
O=C(NCC(=O)N(c1ccc(F)cc1)C(C(=O)NC1CCCC1)c1cccnc1)c1cccs1 (stereo unspecified)
  -15	2	45	-0.6	7	97	3	-1	99
Cc1cccc(C)c1NC(=O)C(c1ccccc1)N1CCOCC1 (stereo unspecified)
  -3	-5	20	13	-6	105	0	3	104
COc1cccc(C(=O)Nc2ccncc2)c1OC
  -1	15	8	4.8	-2	111	-18	4	105
CC(=O)c1cn(CC(=O)NCC2CCCO2)c2ccccc12 (stereo unspecified)
  1	6	-21	1.2	-1	113	-12	3	107

Reprinted at random: 2 entries already listed.
SMILES | FID counter | NALP1 inh | PHOSPHO1 inh | OXTR agonist | PfM18AAP inh | MEKK2 WT-MEK5 | GPR7 antagonist | MEKK2mut PB1 HTS | MEKK3 PB1 HTS
NC(=O)CCCc1nc(-c2ccccc2)no1 | -3 | 18 | 6 | -0.7 | 3 | 106 | -7 | 11 | 102
O=S(=O)(Nc1nc2ccccc2nc1NCC1CCCO1)c1ccccc1 (stereo unspecified) | -30 | 24 | 24 | -1.7 | -11 | 70 | -2 | -25 | 53*[inhibitor]

Next part
SMILES | FID counter | NALP1 inh | PHOSPHO1 inh | OXTR agonist | PfM18AAP inh | MEKK2 WT-MEK5 | GPR7 antagonist | MEKK2mut PB1 HTS | MEKK3 PB1 HTS
COC1C/C(=N\O)C2OC(c3ccccc3)OCC2O1 (stereo unspecified) | 1 | 15 | 17 | -1.5 | -2 | 100 | 0 | -1 | 101
Cc1cc(C)cc(NC(=O)NCc2ccccn2)c1 | -3 | 1 | 19 | -0.9 | 3 | 104 | 6 | 4 | 101
Cc1ccc(-c2csc(NC(=O)CSC3=NCCS3)n2)cc1 | -4 | -86 | 5 | 1.6 | -1 | 101 | 6 | 3 | 104
COC(=O)C1=C(C(=O)OC)[C@@H]2N(C)c3ccc(OC)cc3[C@@]23C[C@@H](C(=O)OC)N(S(=O)(=O)c2ccc([N+](=O)[O-])cc2)C3=N1 | / | 3 | 31 | -0.6 | / | 86 | / | -15 | 88
O=C(Nc1ccccc1C(F)(F)F)N1CCCC(O)C1 (stereo unspecified) | 1 | -2 | -7 | 0.9 | -1 | 101 | -6 | -3 | 99
CCOC(=O)Cn1nc(C)c(NC(=O)COc2ccccc2)c1C | -1 | 29 | 43 | 0.6 | -13 | 98 | -1 | 1 | 104
CCOC(=O)c1nnc(-c2ccccc2)nc1Sc1c(Cl)cccc1Cl | 0 | 5 | 2 | 1.2 | 4 | 92 | -4 | -5 | 94
CCOc1ccc(NC(=O)CSc2n[nH]c(N)n2)c([N+](=O)[O-])c1 | -3 | 12 | 8 | -1.4 | -4 | 97 | -15 | -1 | 100
Cc1cc(C)c2oc(C(=O)NC3CCS(=O)(=O)C3)cc(=O)c2c1 (stereo unspecified) | -9 | -21 | 33 | 0.1 | 5 | 102 | -1 | 4 | 100
Cc1ccc(C(=O)Oc2ccccc2N2C(=O)C3CCC(C)CC3C2=O)cc1 (stereo unspecified) | -34 | 16 | -20 | -2.0 | 2 | 98 | -15 | -1 | 99
CCOC(=O)C(NC(=O)Nc1ccc(Cl)cn1)(Oc1ccccc1)C(F)(F)F (stereo unspecified) | 1 | 31 | -7 | 0.8 | -5 | 104 | -8 | 4 | 153*
COc1cc(C(=O)OC(C)CN2CCCCC2)cc(OC)c1OC (stereo unspecified) | 1 | 4 | 39 | -0.4 | 2 | 102 | -14 | -2 | 99
O=C(Nc1ccc(SC(F)F)cc1)C1=COCCO1 | -2 | 13 | 17 | -2.5 | 1 | 100 | -7 | 3 | 103
Cc1c(OCC(=O)NCc2ccccn2)ccc2c(-c3ccccc3)cc(=O)oc12 | -19 | 2 | 34 | -1.0 | 4 | 104 | -7 | 2 | 103
CCOCCCNC(=O)/C(C#N)=C/c1cc(C)c(O)c(C)c1 | -8 | 15 | 44 | 1.5 | 11 | 87 | 5 | -6 | 90
Cc1ccccc1-c1nc(-c2ccc(NC(=O)c3ccc4c(c3)OCO4)cc2)no1 | 0 | 12 | 15 | 0.4 | -2 | 99 | 4 | -1 | 98
CSc1nc2nccc(-c3ccc4c(c3)OCO4)n2n1 | -6 | -9 | 16 | -0.1 | 4 | 99 | -10 | 1 | 102
Cc1ccc(NC(=O)Cn2cc3c(n2)CCC(C)C3)cc1 (stereo unspecified) | -12 | 22 | 2 | -1.8 | 0 | 95 | -5 | -6 | 91
Cc1ccc(C2=NC(C)(C)NC2=O)cc1 | -5 | -4 | -3 | -0.3 | 5 | 105 | -2 | 0 | 99
Cn1nnnc1SCc1cc(=O)[nH]c2ccccc12 | -1 | -42 | 4 | 2.1 | -7 | 106 | 1 | 5 | 101
CC[n+]1cccc(-c2nc3ccccc3s2)c1 | 3 | 8 | -5 | 0.2 | 0 | 103 | -3 | -7 | 116
CCC(C)C(=O)Nc1nnc(SCC(=O)Nc2ccccc2F)s1 (stereo unspecified) | -11 | 13 | -3 | -1.8 | -4 | 103 | -10 | 6 | 106
S=C(NCc1ccc(Cl)cc1Cl)Nc1ccccc1 | -5 | 33 | 11 | 8.8 | -4 | 85 | -4 | -2 | 93
O=c1c(Cc2c(F)cccc2Cl)c(O)ccn1C1CC1 | 0 | -15 | 51 | -0.8 | -6 | 104 | -10 | 3 | 102
COc1ccc(C(=O)N2CC3(CC(c4ccc(Cl)cc4)=NO3)C[C@H]2C(=O)NCC(N)=O)cc1 (stereo partly specified) | -30 | -9 | 30 | 0.5 | -8 | 98 | -5 | 1 | 101
CC(C)CCN1C(=O)c2ccccc2C1C(=O)NCc1cccnc1 (stereo unspecified) | -1 | 3 | -5 | -0.6 | -2 | 105 | -1 | 6 | 99
Cc1ccc(NC(=S)NCCc2ccc(Cl)cc2)c(C)c1 | -26 | 15 | / | -1.9 | 6 | 111 | -19 | 8 | 112
CSc1nsc(/C=C/Nc2ccc(C(=O)O)cc2)c1C#N | -9 | -11 | 32 | 1.0 | 10 | 105 | 0 | -1 | 123

Of the compounds above, these contain a CF3 group:
SMILES | FID counter | NALP1 inh | PHOSPHO1 inh | OXTR agonist | PfM18AAP inh | MEKK2 WT-MEK5 | GPR7 antagonist | MEKK2mut PB1 HTS | MEKK3 PB1 HTS
O=C1CSCC(=O)N1c1ncc(C(F)(F)F)cc1Cl | 2 | / | 27 | 0.4 | -2 | 97 | -5 | -3 | 98
O=C(Nc1ccccc1C(F)(F)F)N1CCCC(O)C1 (stereo unspecified) | 1 | -2 | -7 | 0.9 | -1 | 101 | -6 | -3 | 99
CCOC(=O)C(NC(=O)Nc1ccc(Cl)cn1)(Oc1ccccc1)C(F)(F)F (stereo unspecified) | 1 | 31 | -7 | 0.8 | -5 | 104 | -8 | 4 | 153*
